HP1b binding inh: HTS for Inhibitors of HP1-beta Chromodomain Interactions with Methylated Histone Tails. Chromobox protein homolog 1 (Homo sapiens), P83916. AlphaScreen HP1-beta / biotin-H3K9me3 peptide binding. Potency, µM (top dose mostly 114 µM), inactives show at the highest dose activity change, negative = inhibition, hits mostly inhibitors. 0.56% of 390,000 active. AID 540317, 2011; further: potency means the concentration at half of the fitted maximal effect; nearly all actives have a fitted effect of over 70% in size; inactives centre near 23
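Compound inhibition of the preformed complex between 50 nM HP1-beta and 50 nM biotinylated H3K9me3 peptide was read by AlphaScreen. Buffer was PBS pH 7.4 with 0.01% Tween-20. Incubations ran 30 min at room temperature, with 10 ug/mL donor/acceptor beads.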
TrxR1 inh: qHTS Assay for Inhibitors of Mammalian Selenoprotein Thioredoxin Reductase 1 (TrxR1): qHTS. Thioredoxin reductase 1, cytoplasmic (Rattus norvegicus), O89049. recombinant rTrxR1, NADPH fluorescence consumption, selenite substrate. Potency, µM (highest dose often 114 µM), without a hit: top-dose activity change, negative = inhibition, actives largely listed as inhibitors. 1% of 390,000 active. AID 588453, 2011; further: potency means the concentration at half of the fitted maximal effect; on the % scale 0 is the no-effect control and ±100 the full control effect; nearly all actives have a fitted effect of over 65% in size
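Rat TrxR1 (90 nM in the dispensed reagent) was pre-reduced with 400 uM NADPH for 5 min at room temperature, then incubated with compound for 15 min. After 400 uM selenite was added, NADPH fluorescence (Ex 340/Em 450 nm) was followed for 8 min.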
TrxR1 substrate: qHTS Assay for Substrates of Mammalian Selenoprotein Thioredoxin Reductase 1 (TrxR1): qHTS | Thioredoxin reductase 1, cytoplasmic (Rattus norvegicus), O89049 | purified TrxR1 substrate turnover, NADPH consumption readout | Potency, µM (series often up to 114 µM), inactives show top-dose activity change, negative = substrate turnover | 0.01% of 390,000 active; further: potency means the concentration at half of the fitted maximal effect; on the % scale 0 is the no-effect control and ±100 the full control effect; nearly all actives have a fitted effect of over 50% in size
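Rat TrxR1, dispensed at 90 nM, was prereduced with 400 uM NADPH (final) for 5 min at ~22 deg C, then incubated with compound 15 min before 400 uM selenite. A first-read NADPH fluorescence drop versus no-compound background flagged substrates.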
PI4K2A block: qHTS for small molecular inhibitors of PI4K2A; Phosphatidylinositol 4-kinase type 2-alpha (Homo sapiens), Q9BTU6; purified PI4K2A, ADP-Glo luminescence, 1 h; hits give low values; activity change, negative = inhibition, % at 76.9 µM; 0.13% of 420,000 active; AID 1346378, 2018; in the data active means activity change below about -50%; inconclusive means mostly about -30% to -49%;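 further: -100% = wells without enzyme as full effect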
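In this quantitative HTS, ADP production by PI4K2A was quantified luminescently after 1 h at ambient temperature; 100 microM adenosine served as plate-quality control.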
USP1 inh: Inhibitors of USP1/UAF1: Primary Screen. Ubiquitin carboxyl-terminal hydrolase 1 (Homo sapiens), O94782. AID 743255, 2014. recombinant USP1/UAF1, Ub-Rhodamine cleavage fluorescence. 0.23% of 390,000 active. Potency, µM (doses to about 57.1 µM), for inactives: top-dose activity change, negative = inhibition, hits mostly inhibitors; further: potency means the concentration at half of the fitted maximal effect; on the % scale 0 is the no-effect control and ±100 the full control effect; nearly all actives have a fitted effect of over 60% in size; inactives centre near -12
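USP1/UAF1 complex (1 nM) preincubated 15 min at room temperature with compound, then Ub-Rho substrate (150 nM final) added. Kinetic fluorescence at 480/540 nm over 6 reads at 60 s intervals; 50 mM HEPES pH 7.8, 0.5 mM EDTA, 0.1 mg/ml BSA, 1 mM TCEP, 0.01% Tween-20.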
GLS inhibitor: qHTS for Inhibitors of Glutaminase (GLS). Glutaminase kidney isoform, mitochondrial (Homo sapiens), O94925. 0.21% of 410,000 active. Potency, µM (doses to about 45.5 µM), for inactives: at the highest dose activity change, negative = inhibition, hits mostly inhibitors. GLS enzymatic activity, qHTS titration. AID 624170, 2012; further: potency means the concentration at half of the fitted maximal effect; on the % scale 0 is the no-effect control and ±100 the full control effect
Target sequence (O94925 whole entry, looked up, canonical isoform): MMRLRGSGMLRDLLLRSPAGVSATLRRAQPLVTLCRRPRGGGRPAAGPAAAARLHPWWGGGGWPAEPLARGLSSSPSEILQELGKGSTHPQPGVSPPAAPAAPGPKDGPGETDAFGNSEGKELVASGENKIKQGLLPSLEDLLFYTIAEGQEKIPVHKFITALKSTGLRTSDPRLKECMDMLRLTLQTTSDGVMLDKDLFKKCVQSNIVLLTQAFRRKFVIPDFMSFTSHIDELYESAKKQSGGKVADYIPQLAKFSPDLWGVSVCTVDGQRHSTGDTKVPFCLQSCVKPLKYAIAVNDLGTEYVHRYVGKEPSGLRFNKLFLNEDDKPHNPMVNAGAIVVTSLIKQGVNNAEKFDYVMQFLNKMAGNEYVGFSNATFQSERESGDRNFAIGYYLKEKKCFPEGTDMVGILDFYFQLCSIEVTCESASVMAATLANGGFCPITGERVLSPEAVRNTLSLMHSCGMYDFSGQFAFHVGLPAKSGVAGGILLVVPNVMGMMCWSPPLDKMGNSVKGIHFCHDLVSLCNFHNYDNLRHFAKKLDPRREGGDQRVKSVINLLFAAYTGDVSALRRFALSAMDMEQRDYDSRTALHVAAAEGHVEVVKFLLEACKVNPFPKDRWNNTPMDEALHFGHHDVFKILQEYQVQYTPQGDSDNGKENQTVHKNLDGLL
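hKGA in 45 mM KH2PO4 pH 8.2, 0.02% Tween-20 with pin-transferred compounds; 1 mM L-glutamine (stock) plus glutamate oxidase/HRP/Amplex Red coupling added. Fluorescence read initially and after 30 min at RT.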
Pin1 inh: qHTS Assay to Find Inhibitors of Pin1; 0.009% of 390,000 active; AID 504891, 2011; Potency, µM (series often up to 115 µM), inactives show at the top dose activity, negative = inhibition, actives largely listed as inhibitors; Pin1 FP peptide displacement, HiFluor488, 10 min; active means well fitted inhibition curve with a large enough effect in the polarisation, with a control signal flat, not every such curve was filed as active; inconclusive means small, poorly fitted or top-dose-only effect, or effect the other way, or a change in a side signal; inactive means no such curve, though single readings can be large or run the other way; the % refers to the polarisation; further: potency means the concentration at half of the fitted maximal effect; on the % scale 0 is the no-effect control and ±100 the full control effect
Tb PGK inh: qHTS Assay to Find Inhibitors of Phosphoglycerate Kinase; PGK/GAPDH coupled, Kinase-Glo luminescence, 60 min; Potency, µM (series often up to 57.5 µM), for inactives: top-dose activity change, negative = inhibition, actives largely listed as inhibitors; 0.043% of 380,000 active; further: potency means the concentration at half of the fitted maximal effect; on the % scale 0 is the no-effect control and ±100 the full control effect; nearly all actives have a fitted effect of over 60% in size
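Recombinant glycosomal PGK reaction used 1,3-bisphosphoglycerate generated in-well by GAPDH (100nM final) in 100mM TEA pH 7.6, 5mM MgCl2, 0.01% Tween-20. After 60 minutes at room temperature, ATP was read by Kinase-Glo Plus luminescence end-point.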
IDH1 R132H inh: qHTS for Inhibitors of mutant isocitrate dehydrogenase 1 (IDH1): qHTS; IDH1-R132H enzyme, NADPH consumption, diaphorase/resazurin fluorescence; Potency, µM (highest dose often 76.6 µM), inactives show at the highest dose activity change, negative = inhibition, actives largely listed as inhibitors; 0.093% of 390,000 active; AID 602179, 2012; further: potency means the concentration at half of the fitted maximal effect; on the % scale 0 is the no-effect control and ±100 the full control effect; nearly all actives have a fitted effect of over 65% in size
Target sequence (O75874 whole entry R132H, stated change not applied): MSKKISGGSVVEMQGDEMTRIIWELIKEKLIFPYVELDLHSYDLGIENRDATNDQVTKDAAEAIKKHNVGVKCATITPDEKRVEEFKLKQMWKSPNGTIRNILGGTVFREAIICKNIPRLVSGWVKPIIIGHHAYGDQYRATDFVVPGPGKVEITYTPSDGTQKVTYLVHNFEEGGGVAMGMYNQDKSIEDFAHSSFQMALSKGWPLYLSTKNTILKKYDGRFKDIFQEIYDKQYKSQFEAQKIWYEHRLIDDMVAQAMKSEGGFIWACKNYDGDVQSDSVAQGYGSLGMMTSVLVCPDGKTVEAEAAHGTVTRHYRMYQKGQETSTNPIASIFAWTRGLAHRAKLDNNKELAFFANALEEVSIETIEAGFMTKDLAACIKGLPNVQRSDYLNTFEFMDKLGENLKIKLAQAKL
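IDH1-R132H (0.5 ug/mL) preincubated 30 min with compound, then NADPH (0.016 mM) and alpha-KG (2 mM) added; 80 min at RT, pH 7.5. Remaining NADPH coupled via diaphorase/resazurin to fluorescence (540/590 nm); concentration-response curves normalized to no-enzyme control.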
An asterisk follows results filed as active; i = inactive; ? = inconclusive; nt = no result given; [ ] = another dose, or the depositor's remark. Unless noted, the call rests on the fitted dose curve; in most records, active means well fitted curve in the direction sought with a large enough effect; inconclusive means small, poorly fitted or top-dose-only effect, or another doubt; inactive means no such curve, though single readings can be large; an effect the other way counts as inactive or inconclusive. Not all compounds are listed (hit frequency here may not be typical).

1. CCC(=O)Nc1ccc2c(c1)N(C(C)=O)c1ccccc1CC2
2. COc1ccc(-c2cc(-c3ccc(N)cc3)nc(N)c2C#N)cc1OC
3. NS(=O)(=O)c1ccc(NC(=O)COC(=O)COc2ccccc2)cc1
4. O=C(COC(=O)c1ccc(Cl)c(S(=O)(=O)N2CCCCC2)c1)NCC1CCCO1 (configuration not stated)
5. N#Cc1ccc(OCC(=O)N/N=C/C2CC=CCC2)cc1 (configuration not stated)
6. COc1ccc(NC(=O)c2oc3ccccc3c2NC(=O)c2cc(C)cc(C)c2)c(OC)c1
7. CN(C)S(=O)(=O)c1ccc(S(=O)(=O)N(CC(=O)Nc2ccccc2)CC2CCCO2)cc1 (configuration not stated)
8. CNS(=O)(=O)c1cccc(C(=O)OCC(=O)C23CC4CC(CC(C4)C2)C3)c1

assay / compound,1,2,3,4,5,6,7,8
HP1b binding inh,29%,100%[activator],19%,30%,36%[activator],27%,21%,18%
TrxR1 inh,16%[57.1 µM],16%[57.1 µM],8%,13%,12%,18%,9%[57.1 µM],-11%
USP1 inh,-8%,-27%,-9%,-6%,-12%,-21%,-9%,-11%
GLS inhibitor,5%,-3%,-2%,1%,-6%,-4%,12%,6%
Tb PGK inh,-8%,i,i,7%,-3%,i,0%,-1%
PI4K2A block,-5,3,5,5,6,-3,-3,4
Pin1 inh,-1%,8%,-1%,-2%,-2%,-7%,-13%,-9%
IDH1 R132H inh,8%,1%,-12%,10%,10%,-5%,2%,0%
TrxR1 substrate,-8%,-1%[57.1 µM],-3%,1%,4%,5%,3%[57.1 µM],-10%

9. COc1ccc(OC)c(S(=O)(=O)N2CCN(CC(O)COc3ccc(C#N)cc3)CC2)c1 (configuration not stated)
10. CCOC(=O)C(=O)Nc1nnc(Cc2ccc(OC)c(OC)c2)s1
11. CCOC(=O)Cn1c(=O)oc2cc(S(=O)(=O)N(C)Cc3ccco3)ccc21
12. CC1=NN(C(=O)COc2cc(C)ccc2C(C)C)C(O)(c2ccccc2)C1 (configuration not stated)
13. CCOc1ccc2oc(C(=O)NC(C)(C)CC)c(C)c2c1
14. COCCNC(=O)/C(C#N)=C/c1cc(C)n(C2CCCCC2)c1C
15. CCN(CC)c1ccc(-n2c(C)cc(C=O)c2C)cc1
16. CCCC(=O)N(c1ccccc1)C1C=CS(=O)(=O)C1 (configuration not stated)

assay / compound,9,10,11,12,13,14,15,16
HP1b binding inh,17%,12%,28%,37%,46%[activator],2%,?,25%
TrxR1 inh,22%[57.1 µM],-5%,-1%,21%[57.1 µM],-11%[57.1 µM],16%[57.1 µM],23%[57.1 µM],29%
USP1 inh,?,-4%,-24%,-22%,-8%,-11%,-14%,-7%
GLS inhibitor,5%,4%,-1%,?,2%,-12%,4%,-2%
Tb PGK inh,-1%,5%,-6%,0%,-1%,-6%,-1%,-8%
PI4K2A block,-11,0,-6,2,-5,-2,-1,-6
Pin1 inh,-11%,3%,8%,3%,-5%,-1%,2%,-3%
IDH1 R132H inh,-1%,-1%,2%,2%,2%,4%,-2%,16%
TrxR1 substrate,-20%[57.1 µM],-7%,6%,8%[57.1 µM],26%,-9%,-8%,-4%[57.1 µM]

17. COCC(=O)N1CCC2CC1c1c(-c3ccc(C(F)(F)F)cc3)cccc12 (configuration not stated)
18. Cc1nc(N2CCOCC2)[nH]c(=O)c1C(O)C(Cl)(Cl)Cl (configuration not stated)
19. CC(NC(=O)COc1ccc(/C=N/NC(=O)CO)cc1)c1ccccc1 (configuration not stated)
20. O=C(Nc1nc(-c2cccnc2)cs1)c1ccc([N+](=O)[O-])cc1
21. Cc1ccnc(NC(=O)CC(NC(=O)c2ccccc2Cl)c2ccccc2)c1 (configuration not stated)
22. CCOC(=O)c1cc(-c2ccccc2)sc1NC(=O)COC(=O)c1cccc(S(N)(=O)=O)c1
23. Cc1[nH]n(-c2ccccc2)c(=O)c1/C=N/NC(=O)c1cccc(F)c1
24. CCC1CN(S(=O)(=O)c2cc(-c3cc(C)no3)ccc2OC)c2cc(Cl)ccc2O1 (configuration not stated)

assay / compound,17,18,19,20,21,22,23,24
HP1b binding inh,18%,17%[57 µM],31%,-22%,21%,24%,45%[activator],1%
TrxR1 inh,4%,3%,-1%,14%,-4%,8%[57.1 µM],-5%,7%[57.1 µM]
USP1 inh,-12%,-16%,-27%,-1%,-15%,0%,-9%,-21%
GLS inhibitor,4%,0%,-4%,3%,-7%,-13%,3%,2%
Tb PGK inh,-2%,i,8%,-3%,-11%,-10%,nt,3%
PI4K2A block,3,2,3,-2,-2,-10,-10,-17
Pin1 inh,-2%,2%,-3%,-6%,1%,0%,-7%,15%
IDH1 R132H inh,5%[38.3 µM],-3%,-4%,9%,4%,11%,6%,16%
TrxR1 substrate,-9%,-1%,-7%,-2%,0%,-3%[57.1 µM],-10%,-5%[57.1 µM]

As entered above.
For PI4K2A block, CC1=NN(C(=O)COc2cc(C)ccc2C(C)C)C(O)(c2ccccc2)C1 (configuration not stated) has the entry 2
For PI4K2A block, NS(=O)(=O)c1ccc(NC(=O)COC(=O)COc2ccccc2)cc1 has the entry 5
For Pin1 inh, COc1ccc(OC)c(S(=O)(=O)N2CCN(CC(O)COc3ccc(C#N)cc3)CC2)c1 (configuration not stated) has the entry -11%

Ordered by SMILES length (low to high): part of the list above.
19. CC(NC(=O)COc1ccc(/C=N/NC(=O)CO)cc1)c1ccccc1 (configuration not stated)
21. Cc1ccnc(NC(=O)CC(NC(=O)c2ccccc2Cl)c2ccccc2)c1 (configuration not stated)
17. COCC(=O)N1CCC2CC1c1c(-c3ccc(C(F)(F)F)cc3)cccc12 (configuration not stated)

assay / compound,19,21,17
HP1b binding inh,31%,21%,18%
TrxR1 inh,-1%,-4%,4%
USP1 inh,-27%,-15%,-12%
GLS inhibitor,-4%,-7%,4%
Tb PGK inh,8%,-11%,-2%
PI4K2A block,3,-2,3
Pin1 inh,-3%,1%,-2%
IDH1 R132H inh,-4%,4%,5%[38.3 µM]
TrxR1 substrate,-7%,0%,-9%

Remaining list, next part.
25. O=C1c2ccccc2C(=O)N1CCC#C/C=C1\c2ccccc2C(=O)N1c1ccccc1
26. COc1ccc(-n2nc(C(=O)N3CCCCC3C)c3c4ccccc4n(C)c3c2=O)cc1Cl (configuration not stated)
27. COCCCNC(=O)c1cc(C(=O)c2ccccc2Br)c[nH]1
28. CCC(C)(C)n1nnnc1CN1CCN(c2nc3ccc(C)cc3cc2C#N)CC1
29. O=C(CSc1cccc2cccnc12)OCC(=O)c1ccc(Br)cc1
30. C=CCn1c(SCC(=O)NC2CCCCC2)nnc1-c1ccc(OC)cc1
31. Nc1ccccc1C(=O)/C=C/c1ccc2c(c1)OCO2
32. CCCOC(=O)Cc1c(O)c2ccccc2[nH]c1=O

assay / compound,25,26,27,28,29,30,31,32
HP1b binding inh,nt,20%,-5%,113%[activator],51%[activator],-4%,?,6%
TrxR1 inh,nt,10%,26%[57.1 µM],1%,12%,6%,17%,18%[57.1 µM]
USP1 inh,?,?,-9%,-13%,-23%,-9%,-34%,-9%
GLS inhibitor,-1%,9%,0%,0%,6%,0%,24%,-5%
Tb PGK inh,6%,10%,4%,-8%,0%,1%,-7%,i
PI4K2A block,-10,-1,-11,2,-5,0,-15,2
Pin1 inh,nt,-1%,21%,34%[activator],-1%,-4%,-1%,-8%
IDH1 R132H inh,-4%,0%,7%,3%,1%,4%,-2%[38.3 µM],8%
TrxR1 substrate,nt,-6%,11%[57.1 µM],21%,14%,2%,-1%,6%[57.1 µM]

33. CCOC(=O)C(NC(=O)CC)(Nc1ccc(S(=O)(=O)Nc2onc(C)c2C)cc1)C(F)(F)F (configuration not stated)
34. CCCNC(=O)c1c(CSc2ccccc2)noc1C(=O)NCc1ccccc1
35. COc1ccc(S(=O)(=O)NCC(c2ccco2)N2CCc3ccccc32)cc1 (configuration not stated)
36. COc1ccc(NC(=O)CN2CCN(C3c4ccccc4-c4ccccc43)CC2)cc1

assay / compound,33,34,35,36
HP1b binding inh,-3%,17%,?,-19%
TrxR1 inh,-7%,27%,-11%,14%
USP1 inh,4%,13%,-5%,-21%
GLS inhibitor,9%,12%,25%,-2%
Tb PGK inh,6%,-2%,0%,-8%
PI4K2A block,0,-6,6,-1
Pin1 inh,7%,2%,-1%,0%
IDH1 R132H inh,5%,-1%,9%,4%
TrxR1 substrate,-7%,8%[57.1 µM],-20%,7%

Screening results as filed in PubChem.
